TAAR1 antag – human TAAR1 antagonism | Q96RJ0 | CHO RD-HGA16 TAAR1, Fluo-8 calcium fluorescence, antagonist | inhibition, % at 3 µM | 360,000 tested, 1.5% active | AID 624466;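 active means inhibition above a per-plate cutoff, the mean inhibition of test compounds on that plate plus 3 SD, cut at about 49% in these data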;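 further: 0% = DMSO plus EC80 beta-PEA response and 100% = DMSO alone without agonist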
Target sequence (Q96RJ0 whole entry, looked up): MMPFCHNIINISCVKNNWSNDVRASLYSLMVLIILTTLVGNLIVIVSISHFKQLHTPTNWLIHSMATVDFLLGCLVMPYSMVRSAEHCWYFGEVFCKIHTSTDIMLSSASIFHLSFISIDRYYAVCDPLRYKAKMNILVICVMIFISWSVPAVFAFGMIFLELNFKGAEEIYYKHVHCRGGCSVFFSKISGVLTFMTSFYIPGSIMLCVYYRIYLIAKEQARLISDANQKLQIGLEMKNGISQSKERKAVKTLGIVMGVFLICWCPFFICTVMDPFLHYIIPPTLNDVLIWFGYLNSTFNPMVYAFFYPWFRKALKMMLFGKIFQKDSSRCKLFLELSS
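System: RD-HGA16 CHO cells with stable hTAAR1 and Gα16 | Probe or stimulus: EC80 β-phenethylamine stimulus | Dosing: 3 µM, single point | Times: Dye loading 75 min at 37 °C, then 30 min room temperature | Measured by: Fluo-8 calcium-sensitive fluorescence | Read-out basis: % inhibition of agonist calcium response | Replicates: n of 1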
CHRM1 antagonist – blocks human M1 muscarinic receptor. P11229. CHO-K1 hM1, Fluo-8 calcium fluorescence, ACh EC80 antagonist. 360,000 tested, 1.3% active. inhibition, % at 3 µM;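 active means percent inhibition above its own plate's cutoff, namely the mean of that plate's compound wells plus 3 SD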;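 further: peak over basal fluorescence ratio during 140 s after agonist addition; 0% = ACh EC80 plus DMSO and 100% = DMSO alone without agonist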
CHRM1 agonist – agonists of human M1 muscarinic receptor | P11229 | CHO-K1 hM1, Fluo-8 calcium fluorescence, agonist mode; 0% DMSO, 100% acetylcholine EC100 | activation, % at 3 µM | 360,000 tested, 0.33% active;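 active means activation above the run's mean compound activation plus 3 SD, cut at about 16% in these data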;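 further: peak over basal fluorescence ratio within a 140 s kinetic read after compound addition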
TAAR1 ag – agonists of human TAAR1; activation, % at 3 µM; AID 624467; CHO RD-HGA16 TAAR1, Fluo-8 calcium fluorescence; vehicle wells 0%, saturating PEA agonist 100%; 360,000 tested, 0.99% active;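 active means activation above the mean activation of all test compounds in the run plus 3 SD, cut at about 38% in these data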
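System: CHO-derived RD-HGA16 cells with stable Gα16 and human TAAR1 / Times: 17-24 h plating, Fluo-8 75 min 37 °C, 30 min RT / Technique: calcium-sensitive Fluo-8 signal, excitation 470-495, emission 515-575 nm / Measure: % activation relative to PEA EC100 response / Benchmarks: DMSO and PEA EC100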
CHRM1 PAM – potentiates human M1 receptor response to acetylcholine | CHO-K1 hM1, Fluo-8 calcium fluorescence, ACh EC20; 0% = ACh EC20, 100% = maximal ACh | 360,000 tested, 0.088% active | P11229 | activation, % at 3 µM; in the data active means activation above about 19%, passing the limit was not always enough
OXTR potentiator – potentiates the human oxytocin receptor response; P30559; CHO-OTR cells, Fluo-8 calcium fluorescence, potentiator mode; 0% = oxytocin EC15, 100% = EC100; activation, % at 3 µM; 320,000 tested, 0.061% active; AID 2445;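 active means activation above that plate's cutoff, the mean activation of tested compounds plus 3 SD, cut at about 6.6% in these data, passing the limit was not always enough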;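 further: 100% uses oxytocin at 75 nM as the full agonist control; some results filed as inactive read as strong as hits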
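Assay system: CHO cell line stably expressing human OTR. Reagent: EC15 oxytocin agonist. Dosing: single dose, 3.0 µM nominal final compound concentration. Timing: compound 6 min at room temperature before oxytocin, 100 s read. Signal: kinetic Fluo-8 calcium fluorescence. Controls: oxytocin EC15 low and EC100 high.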
V1aR counter – V1a receptor agonism, counter-screen for OXTR agonists | P37288 | CHO-V1R cells, Fluo-8 calcium fluorescence, agonist mode; 0% DMSO, 100% 3 nM vasopressin | activation, % at 3 µM | 320,000 tested, 0.25% active | AID 2797;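 active means activation above the mean activation of all tested compounds plus 3 SD, per screening run, cut at about 20% in these data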;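 further: signal is peak over basal fluorescence ratio across a 100 second FLIPR read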
Target sequence (P37288 whole entry, looked up): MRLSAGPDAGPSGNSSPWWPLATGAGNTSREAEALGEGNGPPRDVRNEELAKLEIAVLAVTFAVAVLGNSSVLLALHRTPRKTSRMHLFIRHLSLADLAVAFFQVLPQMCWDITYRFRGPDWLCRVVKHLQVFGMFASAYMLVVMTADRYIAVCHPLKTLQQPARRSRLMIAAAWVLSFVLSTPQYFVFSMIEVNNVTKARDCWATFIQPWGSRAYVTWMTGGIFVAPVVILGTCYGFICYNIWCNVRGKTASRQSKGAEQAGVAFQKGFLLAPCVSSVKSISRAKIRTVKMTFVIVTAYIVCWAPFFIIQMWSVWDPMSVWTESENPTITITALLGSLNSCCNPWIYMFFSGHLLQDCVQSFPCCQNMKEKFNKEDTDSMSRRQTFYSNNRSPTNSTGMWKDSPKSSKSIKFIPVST
CHO parental Ca – counter-screen for OX1R antagonists: effect in parental CHO cells. parental CHO-K1, ATP-induced calcium, Fluo-8 fluorescence. inhibition, % at 5.6 µM. 330,000 tested, 0.63% active;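 active means inhibition above that plate's mean sample inhibition plus 3 SD, cut at about 26% in these data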;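 further: 0% = ATP-challenged DMSO wells and 100% = DMSO wells without ATP; some compounds past the cut are filed as inactive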
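Measured by: calcium-sensitive Fluo-8 fluorescence / Test system: CHO parental line / Controls: ATP-challenged DMSO wells low, unchallenged DMSO wells high / Measure: % inhibition / Compound: single nominal dose of 5.6 µM per compound / Replicates: single well per compound, no replicates / Reagent: ATP as calcium-mobilizing challenge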
OXTR ag – activates the human oxytocin receptor | CHO-OTR cells, Fluo-8 calcium fluorescence; normalized: DMSO 0%, oxytocin 100% | activation, % at 3 µM | 320,000 tested, 0.32% active | AID 2435;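 active means activation above the mean of all tested compounds plus 3 SD, cutoff set per screening run, cut at about 20% in these data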;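 further: peak over basal fluorescence ratio from a 100 s FLIPR kinetic read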
Starred values were filed as active, the others as inactive; . = not tested or not shown.

structure	TAAR1 antag	CHRM1 antagonist	CHRM1 agonist	TAAR1 ag	CHRM1 PAM	OXTR potentiator	V1aR counter	CHO parental Ca	OXTR ag
O=C(CCn1c(=O)oc2ccccc21)Nc1cccc(Br)c1	17	10	-1	6	-4	-3	2.8	0	0.8
O=C(C1CCN(C2CCN(C/C(Cl)=C/c3ccccc3)CC2)CC1)N1CCOCC1	-9	-3	-8	-2	-1	2	-0.5	-14	1.4
CCCCC(=O)O[C@]1(C(=O)CO)CC[C@H]2[C@@H]3CCC4=CC(=O)CC[C@]4(C)[C@H]3[C@@H](O)C[C@@]21C	-30	0	-7	1	-9	-2	0.1	-20	-0.6
CCOc1ccc(C(=O)O/N=C(\N)c2ccccn2)cc1OCC	-14	-1	-3	2	6	-2	0.5	-6	0.1
CSc1ccccc1NC(=O)CN(C)C(=O)C1CCN(C(=O)Nc2ccccc2)CC1	-16	-12	1	0	7	-6	0.8	-8	-0.2
Cc1ccc(S(=O)(=O)CCNC(=O)Cc2ccc(Cl)cc2)cc1	-2	-1	-6	4	2	-8	0.3	-22	3.7
O=[N+]([O-])c1ccc(/C=N/N/C(=N/c2ccccn2)c2ccccn2)cc1	-16	-22	-2	-2	-1	-3	-0.9	-8	-0.3
Cc1cc(C)n(CCN(C)C(=O)C2CCC(=O)N(CCc3cccc(F)c3)C2)n1 (configuration not stated)	-4	-3	-3	0	4	3	0.6	-7	-0.2
Cc1cc(NS(=O)(=O)c2ccc(NC(=O)CN3C(=O)c4ccccc4C3=O)cc2)nc(C)n1	-5	-6	-1	0	0	-3	0.1	3	0.9
COC(=O)C(CC(C)C)NC(=O)/C=C/c1ccc(Cl)cc1 (configuration not stated)	10	0	-10	0	-8	-14	-1.1	-1	-2.0
CCN(CC)Cc1c(O)ccc2cc(-c3nc4ccccc4n3C)c(=O)oc12	5	7	-9	2	-4	-11	2.5	-9	1.0
O=C(O)c1cnc(-c2ccccc2)nc1Oc1ccccc1	8	-2	-3	8	4	1	0.7	-4	0.8
CCCNC(=S)N1CCC(c2nc3cc(C)c(C)cc3[nH]2)CC1	8	-17	-12	7	6	2	-0.4	-7	-0.4
O=c1oc(CCCO)cc2ccc(C#CC3(O)CCCCC3)cc12	18	-3	-1	30	-2	-4	1.9	3	5.5
COc1ccc(/C=C/C(=O)OCC(=O)NC(C)CCc2ccccc2)cc1 (configuration not stated)	15	-13	-3	0	7	0	2.7	-13	0.2
O=C1CCC/C=C/C[C@@H](CC(=O)N(CCO)Cc2ccccc2)C(=O)NC[C@@H](c2ccccc2)O1	1	-6	2	8	12	-4	0.6	-13	-0.6
C[C@H](CO)N1C[C@H](C)[C@@H](CN(C)S(=O)(=O)c2ccc(F)cc2)OCc2cn(nn2)CCCC1=O	9	14	-7	1	-10	.	.	.	.
COc1ccc(S(=O)(=O)N(c2onc(C)c2Cl)S(=O)(=O)c2ccc(OC)cc2)cc1	-4	15	1	2	-3	-16	0.4	-10	1.6
Cc1ccc(NS(=O)(=O)c2ccc(-c3coc(C)n3)cc2)c(Br)c1	15	5	1	0	-3	-19	4.5	5	2.8
COc1ccc(CC(=O)NC(C)c2nnc(SCCOc3ccc(OC)cc3)n2C)cc1 (configuration not stated)	4	-4	0	11	11	-2	-0.7	-4	-0.8
O=C(NCCc1c[nH]c2ccccc12)c1cnc2sccn2c1=O	30	-11	3	13	-2	-10	6.4	-6	9.0
CN(CC(=O)N1CCN(c2ccccc2)CC1)C1CCCc2ccccc21 (configuration not stated)	-18	-3	-10	-2	8	-11	-1.0	-24	-2.0
CCSc1n[nH]c2nc3c(c(=O)n12)C1(CCCCC1)Cc1ccccc1-3	-35	-16	-2	0	9	-3	1.6	6	1.0
CC(C)CNC(=O)c1ccccc1NC(=O)c1ccccc1N(C)S(C)(=O)=O	-17	-37	1	8	14	-3	0.5	-10	0.6
COc1ccc(C(=O)NCC(=O)NCCc2c[nH]c3ccccc23)cc1OC	-5	-10	-3	3	6	-4	0.3	-9	0.0
O=C(O)c1cc(-c2cccc(Cl)c2)nc2nc(N3CCCCC3)sc12	14	-7	-8	0	13	-8	-1.3	-4	-0.8
CC(=O)Nc1ccc(OCC(O)CNC2CCCC2)cc1 (configuration not stated)	-5	-6	-5	3	5	0	-0.3	-6	0.2
COc1ccc(OC)c(NC(=O)c2cccnc2)c1	-4	-9	-1	12	2	5	6.1	-2	0.7
Nc1c(C(=O)Nc2cccc(F)c2)nnn1-c1ccc2c(c1)OCCO2	-8	-5	-2	2	8	-8	7.3	12	5.4
Cc1nnc(N/N=C/c2ccc(Br)cc2)n1N	-3	-3	2	0	9	-17	0.7	-4	0.1
C[C@@H]1COC(=O)[C@@H](CC(=O)OC(C)(C)C)C/C=C\C[C@H](CC(=O)NCCO)C(=O)N1	15	11	-4	8	-12	-1	-0.2	1	0.2
COC(=O)c1ccc(-c2nc3ccc(C)cc3o2)cc1	0	-6	-3	-1	6	-10	0.4	-10	-0.4
CC(COc1ccc(C(C)C)cc1)NC(=O)c1ccc(Br)o1 (configuration not stated)	17	-11	-3	0	2	-12	1.1	-14	-0.4
N#CC(c1ccc(F)cc1)c1ccc(C(=O)c2ccccc2)cc1 (configuration not stated)	43	8	2	6	-5	-27	2.6	14	4.0
Cc1ccc(S(=O)(=O)N(C)CC(=O)Nc2nnc(CC(C)C)s2)cc1	-18	31	0	2	-9	-10	3.3	-7	0.5
CN(C(=O)c1ccc(N2CCCCC2)c([N+](=O)[O-])c1)C1(C)CCS(=O)(=O)C1 (configuration not stated)	-21	-2	5	4	14	-15	-0.5	4	0.2
COc1cc(NC(=O)Cn2nnc(-c3ccccc3N)n2)cc(OC)c1	-9	-1	-3	7	3	-12	4.5	0	14
COc1cccc(CN(C)C(=O)C2CCCN(C(=O)c3ccc(Cl)cc3)C2)c1 (configuration not stated)	-7	-3	-4	0	2	.	.	.	.
O=C(C(=O)c1ccc(O)cc1)c1ccccc1	-8	-7	-1	2	11	-5	1.8	-7	1.9
CC(C)CCN(C)C1CCN(S(=O)(=O)c2cccc(C(F)(F)F)c2)CC1	.	11	-3	.	-16	-5	2.3	-13	3.5

3 records drawn at random from the list so far, as already listed:
structure	TAAR1 antag	CHRM1 antagonist	CHRM1 agonist	TAAR1 ag	CHRM1 PAM	OXTR potentiator	V1aR counter	CHO parental Ca	OXTR ag
COc1ccc(OC)c(NC(=O)c2cccnc2)c1	-4	-9	-1	12	2	5	6.1	-2	0.7
COc1ccc(C(=O)NCC(=O)NCCc2c[nH]c3ccccc23)cc1OC	-5	-10	-3	3	6	-4	0.3	-9	0.0
CC(=O)Nc1ccc(OCC(O)CNC2CCCC2)cc1 (configuration not stated)	-5	-6	-5	3	5	0	-0.3	-6	0.2

Next section
structure	TAAR1 antag	CHRM1 antagonist	CHRM1 agonist	TAAR1 ag	CHRM1 PAM	OXTR potentiator	V1aR counter	CHO parental Ca	OXTR ag
CCc1cc2c(Nc3ccc(O)cc3)nc(C)nc2s1	-9	-3	-5	-3	3	8	-1.3	-4	-1.3
CC(=O)c1cccc(N(CC(=O)Nc2cccnc2)S(C)(=O)=O)c1	-3	-3	-3	2	-2	-2	0.1	-5	0.5
C/C(=N\NC(=O)c1nn(C)cc1Br)c1cccc(NC(=O)C2CCCC2)c1	25	-12	-3	8	-1	-5	0.1	1	0.3
COc1ccc(C(=O)Nc2cc(OC)c(NC(=O)c3ccco3)cc2OC)cc1	45	-3	-5	8	-2	-6	1.1	1	0.7
C=C(C)COc1ccc(-c2[nH]ncc2-c2ccc(OC)cc2)c(O)c1	19	18	-4	-1	-7	-7	-0.4	42*	0.1
COc1ccc(OC)c(S(=O)(=O)NC(C)c2cnn(-c3ccccn3)c2C)c1 (configuration not stated)	-16	6	-1	2	-3	0	0.0	-2	0.4
C[C@H](NC(=O)C1CCN(S(=O)(=O)c2ccccc2)CC1)C(=O)NCc1ccc(Cl)c(Cl)c1	5	18	-1	6	-10	-15	6.8	-13	8.2
Cc1ccsc1C1Nc2ccc3ncccc3c2C2=C1C(=O)CCC2 (configuration not stated)	6	-2	-9	1	-4	0	-1.0	-14	-1.3

Structural class, the entries above with a thiophene ring, fused or not (2)
structure	TAAR1 antag	CHRM1 antagonist	CHRM1 agonist	TAAR1 ag	CHRM1 PAM	OXTR potentiator	V1aR counter	CHO parental Ca	OXTR ag
CCc1cc2c(Nc3ccc(O)cc3)nc(C)nc2s1	-9	-3	-5	-3	3	8	-1.3	-4	-1.3
Cc1ccsc1C1Nc2ccc3ncccc3c2C2=C1C(=O)CCC2 (configuration not stated)	6	-2	-9	1	-4	0	-1.0	-14	-1.3

Bioassay records from PubChem BioAssay.
